# dFosB activator = activators of mouse delta FosB homodimer | AID 493131 | purified delta FosB, TAMRA-CDK5 oligo fluorescence polarization; percent of positive-control signal above neutral wells | activation, % at 25 µM | 0.99% of 340,000 active | P13346;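 active = mean activation above about 17%, with every replicate also reaching it, limit read from the data, passing the limit was not always enough; inconclusive = only one of the two conditions met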;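 also: fluorescence polarization rise as delta FosB binds a TAMRA Cdk5 AP-1 oligo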
# V-ATPase pH = alters yeast V-ATPase proton transport. 0.37% of 350,000 active. response, % at 10 µM. S. cerevisiae, pHLuorin cytosolic pH fluorescence; in the data active = response mostly above about 7.3%, no sharp cut-off; inactive = mostly below about 5.4%; also: actives read high; inactives centre near 0; some compounds called inactive have numbers as strong as hits; reference of the scale not given here
# HTR5A inv ctr = HTR5A inverse agonism, opioid heterodimer counter-screen | P47898 | HTR5A cell line, luminescence | inhibition, % at 9.3 µM | 0.083% of 340,000 active | AID 504634; in the data active = inhibition mostly above about 23%, no sharp cut-off; inactive = mostly below about 18%;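 also: 0% = cells with DMSO and 100% = no-cell wells with DMSO; some compounds called inactive have numbers as strong as hits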
# PvdQ inh = blocks Pseudomonas aeruginosa PvdQ acylase activity; inhibition, % at 10 µM; AID 488965; 0.063% of 340,000 active; purified PvdQ acylase, fluorescence plate reader; in the data active = inhibition above about 30%, passing the limit was not always enough; inconclusive = no clear call, values can overlap the other calls;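 also: 0% = vehicle neutral wells and 100% = reference inhibitor wells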
# MITF act = increases MITF-driven TRPM1 promoter luciferase signal | 0.75% of 300,000 active | activation, % at 12.5 µM | SK-MEL-5 TRPM1-promoter luciferase, 24 h; % of positive control, neutral wells = 0;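 active = mean activation of at least 80% with every replicate also reaching 80%; inconclusive = mean reaches 80% but some replicate falls short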;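 also: 0% = neutral control wells and 100% = parthenolide positive control wells; values of inactives mirror those of a sister screen read the other way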
# CDK5 inh = CDK5/p35 (human) kinase inhibition. Q00535+Q15078. Recombinant CDK5/p35, ADP-Glo luminescence, 60 min. inhibition, % at 10 µM. 0.01% of 330,000 active. AID 488839;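 active = highest replicate inhibition of at least 50% and at least 75% of replicates reaching 50%; inconclusive = only one of the two criteria met; inactive = both criteria failed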;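 also: plate controls were DMSO neutral control for no effect and GW8510 at 10 µM for full effect; many of its hits are not listed in these tables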
# SR-BI DiI inh = mouse SR-BI HDL lipid transfer inhibition. ldlA[mSR-BI] CHO cells, DiI-HDL uptake fluorescence, 3 h. inhibition, % at 12.5 µM. AID 488896. 0.96% of 320,000 active;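 active = mean replicate inhibition of at least 70% and a set share of replicates each scoring 70 or more; inconclusive = meets just one of the two criteria; inactive = fails both criteria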;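 also: 0% = median of neutral control wells and 100% = median of positive control wells; values of inactives mirror those of a sister screen read the other way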
# HTR5A ag ctr = counter-screen for OPRM1-OPRD1 agonists: human HTR5A agonism; 0.61% of 340,000 active; HTR5A agonist assay, luminescence, cell-based; AID 504692; P47898; activation, % at 9.3 µM; in the data active = activation mostly above about 9.5%, no sharp cut-off; inactive = mostly below about 7.6%;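 also: 0% = cells with vehicle only and 100% = reference agonist; strong numbers were not always called active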
# Wnt bcat act = activates Wnt/beta-catenin signaling in a reporter cell assay; activator, plate reader; activation, % at 9.35 µM; 1.2% of 300,000 active; in the data active = activation above about 30%, passing the limit was not always enough; inconclusive = no clear call, values can overlap the other calls;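 also: 0% = neutral control wells and 100% = positive control wells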
# NSD2 inh = NSD2 (human) methyltransferase inhibition; O96028; NSD2 peptide methylation, AlphaScreen, 120 min; inhibition, % at 12.5 µM; 0.54% of 310,000 active; in the data active = inhibition above about 50%
# Target sequence (O96028 whole entry, looked up): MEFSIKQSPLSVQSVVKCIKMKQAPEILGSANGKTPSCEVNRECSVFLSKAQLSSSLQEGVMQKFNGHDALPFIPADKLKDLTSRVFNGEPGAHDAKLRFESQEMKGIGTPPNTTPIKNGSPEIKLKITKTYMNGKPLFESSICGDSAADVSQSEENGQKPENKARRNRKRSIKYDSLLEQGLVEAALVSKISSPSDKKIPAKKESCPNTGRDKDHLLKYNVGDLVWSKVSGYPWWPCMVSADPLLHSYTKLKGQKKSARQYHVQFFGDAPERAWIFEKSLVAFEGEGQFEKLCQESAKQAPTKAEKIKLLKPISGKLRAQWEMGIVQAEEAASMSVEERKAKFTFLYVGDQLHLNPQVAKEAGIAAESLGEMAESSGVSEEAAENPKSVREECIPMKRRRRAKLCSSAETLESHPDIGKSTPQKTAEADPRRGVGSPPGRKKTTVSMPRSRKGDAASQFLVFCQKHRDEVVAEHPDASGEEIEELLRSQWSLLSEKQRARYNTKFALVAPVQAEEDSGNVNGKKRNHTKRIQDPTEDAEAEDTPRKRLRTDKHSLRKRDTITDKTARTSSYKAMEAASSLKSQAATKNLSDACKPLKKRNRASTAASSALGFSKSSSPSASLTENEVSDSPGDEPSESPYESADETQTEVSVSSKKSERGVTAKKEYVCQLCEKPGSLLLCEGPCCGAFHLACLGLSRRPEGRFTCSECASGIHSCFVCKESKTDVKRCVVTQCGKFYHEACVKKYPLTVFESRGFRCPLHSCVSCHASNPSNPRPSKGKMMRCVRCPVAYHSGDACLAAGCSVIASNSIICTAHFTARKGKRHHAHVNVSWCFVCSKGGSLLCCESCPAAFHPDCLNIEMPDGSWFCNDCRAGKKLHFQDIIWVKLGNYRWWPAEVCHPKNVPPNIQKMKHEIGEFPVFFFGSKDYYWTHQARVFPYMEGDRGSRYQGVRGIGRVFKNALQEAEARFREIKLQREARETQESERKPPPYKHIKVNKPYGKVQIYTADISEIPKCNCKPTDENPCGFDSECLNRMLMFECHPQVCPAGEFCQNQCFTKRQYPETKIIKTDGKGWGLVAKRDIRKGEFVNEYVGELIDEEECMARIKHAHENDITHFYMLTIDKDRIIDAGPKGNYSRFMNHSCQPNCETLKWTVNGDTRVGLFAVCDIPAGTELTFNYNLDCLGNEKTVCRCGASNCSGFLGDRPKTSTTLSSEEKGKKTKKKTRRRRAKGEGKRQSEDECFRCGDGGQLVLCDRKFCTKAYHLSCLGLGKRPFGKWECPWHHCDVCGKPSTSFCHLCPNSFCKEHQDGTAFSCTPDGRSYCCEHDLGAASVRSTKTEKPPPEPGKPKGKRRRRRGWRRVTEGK
# * = called active by the depositor; u = inconclusive; x = no result given.
SMILES,dFosB activator,V-ATPase pH,HTR5A inv ctr,PvdQ inh,MITF act,CDK5 inh,SR-BI DiI inh,HTR5A ag ctr,Wnt bcat act,NSD2 inh
O=C(O)CC(NC(=O)C1c2ccccc2Oc2ccccc21)c1ccc(Cl)cc1 (stereo not drawn),-4,0,-11,-14,4,1.2,8,4,-3,0
CCOC(=O)c1cc(-c2ccccc2C)n(CC2CC(c3ccc(OC)cc3)=NO2)n1 (stereo not drawn),-2,-4,-36,-7,3,-0.2,48,1,-2,x
O=C(Nc1ccc(N2C(=O)C3C4C=CC(C4)C3C2=O)cc1)Nc1cccnc1 (stereo not drawn),1,-2,8,1,-1,1.0,-19,-2,x,-4
Cn1cnnc1SCC(=O)c1cc2ccccc2oc1=O,-13,1,2,-4,-15,0.5,0,-1,1,4
Cc1cccc(N2CCN(C(=O)C(Cc3ccccc3)n3cccc3)CC2)c1C (stereo not drawn),-4,-6,2,-8,-3,0.1,14,2,-5,x
COc1ccc(NC(=O)CSc2nnc(NC(=O)c3ccco3)s2)cc1OC,0,4,4,1,-3,-1.7,-11,-1,6,-2
O=C1CC(c2ccco2)Cc2c1cnn2-c1nc2ccccc2s1 (stereo not drawn),-4,3,5,-13,-5,-4.7,-34,-2,2,-3
CN(CC(=O)NCc1ccc(F)cc1)Cc1cccc(Cl)c1,3,0,-1,3,8,-2.2,-4,-2,2,-4
COc1ccc(CC(=O)Nc2ccc(C(=O)Nc3ccccc3C(=O)O)cc2)cc1OC,-13,-2,-11,-11,-12,0.1,4,5,-2,-17
CCC(C(=O)O)n1nc(-c2ccccc2)c2cc(Cl)ccc21 (stereo not drawn),-3,-3,-38,-5,-9,0.0,-15,7,0,-2
O=C(CCCCC(=O)Nc1ccccc1)Nc1ccccc1,1,0,-19,1,-6,1.6,4,5,0,1
Cc1c(-n2c(O)c(C3=c4ccccc4=NC3=O)sc2=S)c(=O)n(-c2ccccc2)n1C,-4,2,-4,-10,0,0.9,-17,-1,-1,4
CCN(CC)S(=O)(=O)c1ccc(C2=NOC3(C2)N(C)c2ccccc2C3(C)C)cc1 (stereo not drawn),10,2,0,16,-2,0.0,60,0,-17,0
CCOC(=O)N1CCN(C(=O)CSc2nc3c(cnn3-c3ccc(C)cc3)c(=O)[nH]2)CC1,0,5,-3,-5,x,-1.9,-14,1,-3,x
CCOC(=O)c1ccc(N2C(=O)CC(Nc3ccc(CCO)cc3)C2=O)cc1 (stereo not drawn),-7,2,13,-6,x,-1.3,-3,-5,x,-1
COc1ccccc1CNS(=O)(=O)CCNCCc1ccccc1,-2,0,-3,u,1,11,2,1,2,x
CCC(C)c1ccccc1N1CC(C(=O)N2CCN(C(=O)c3ccco3)CC2)CC1=O (stereo not drawn),-1,0,-22,5,3,-0.3,-19,8,-4,-1
CCN(CC)CCCN=Cc1c(O)n(-c2ccc(C)cc2)c(=O)c2ccccc12,-6,3,-24,-13,5,0.9,-162,2,-3,36
CC(OC(=O)Cn1nnc2ccccc21)C(=O)NC1CCCC1 (stereo not drawn),-5,0,-32,-13,2,0.3,-8,-2,4,-4
Cc1cc(=O)[nH]c(SCC(=O)N2CCC(C(N)=O)CC2)n1,0,-5,18,4,3,2.6,4,-2,x,23
CN(C)S(=O)(=O)c1ccc(S(=O)(=O)N2CCCC(C(=O)NC3CCCC3)C2)cc1 (stereo not drawn),0,-2,3,-5,-18,-9.4,x,-1,1,-12
COc1ccc2[nH]c(=O)c(CN(C(=O)C(C)C)c3ccccc3OC)cc2c1,-3,-1,-15,-6,6,0.5,-12,-4,0,25
COc1ccc(SC[C@H](Cc2ccccc2)N2CC[C@@H](NC(=O)OCc3ccccc3)CCC2=O)cc1,-3,0,-9,-18,4,0.3,15,3,-3,x
CC(C)(C)NC(=O)C(=O)NNC(=O)COc1ccccc1,1,1,6,-8,-5,2.5,-45,-2,-1,-2
COc1ccc(Cn2ccnc2SCC(=O)NC2CCCC2)cc1,-9,1,14,-5,7,-0.6,-31,2,0,0
CCC(C)c1ccccc1OCCCN(C)Cc1ccccc1 (stereo not drawn),-11,-2,-9,10,8,0.4,-4,2,-2,7
CN(CC(=O)O)S(=O)(=O)c1ccc2c(c1)n(C)c(=O)c(=O)n2C,3,4,-6,8,11,2.0,-3,3,0,1
CN(C)S(=O)(=O)c1cccc(NC(=S)Nc2cc(Cl)cc(Cl)c2)c1,-1,1,-9,-16,-6,-0.4,6,4,x,2
CCC(=O)c1cc(F)c(N2CCN(S(=O)(=O)c3ccccc3)CC2)cc1C,4,-2,-6,3,5,-0.1,45,8,x,0
Cc1nc(N2CCC(C(N)=O)CC2)c2c(-c3cccs3)csc2n1,-13,-12,8,-17,11,0.2,5,-3,-2,-1

# Whole records from above. Order of values: dFosB activator	V-ATPase pH	HTR5A inv ctr	PvdQ inh	MITF act	CDK5 inh	SR-BI DiI inh	HTR5A ag ctr	Wnt bcat act	NSD2 inh
# Record of CC(C)(C)NC(=O)C(=O)NNC(=O)COc1ccccc1 → 1	1	6	-8	-5	2.5	-45	-2	-1	-2
# Record of COc1ccc(Cn2ccnc2SCC(=O)NC2CCCC2)cc1 → -9	1	14	-5	7	-0.6	-31	2	0	0

# The list continues.
SMILES,dFosB activator,V-ATPase pH,HTR5A inv ctr,PvdQ inh,MITF act,CDK5 inh,SR-BI DiI inh,HTR5A ag ctr,Wnt bcat act,NSD2 inh
O=C(/C=C/c1ccc(OCc2c(F)cccc2Cl)cc1)N1CCOCC1,-14,2,-1,3,5,2.5,49,0,4,-3
COc1ccc(CNC(=O)CNC(=O)c2sc3ccccc3c2Cl)cc1OC,8,-1,22,-1,0,1.4,-17,-8,2,-1
c1ccc2c(c1)c1ccccc1n1c(-c3ccc4c(c3)OCO4)nnc21,-58,0,2,-4,-11,-0.2,37,-4,5,6
O=C(NC1CCCCC1)c1cc2cc(Br)ccc2o1,-7,1,-18,-11,x,-2.8,-6,2,-1,-5
CC1([N+](=O)[O-])COC2(OC1)C(=O)Nc1ccccc12 (stereo not drawn),-10,4,2,-4,2,-2.9,-3,0,-2,-2
Cc1cc2cc(CNC(=O)c3ccc(C)c([N+](=O)[O-])c3)ccc2[nH]1,3,-1,33,12,-1,-0.4,43,-7,-4,x
CN(C)CCCNC(=O)c1ccc(Oc2ccccc2)cc1,-7,-4,2,-11,-3,1.3,7,-1,-12,0
CC(C)CCNC(=S)Nc1ccc2nc3n(c(=O)c2c1)CCCCC3,-11,8,3,-12,17,-0.6,10,-1,-1,-5
COc1ccc(NC(=O)c2ccc3ccccc3n2)cc1S(=O)(=O)N1CCCCC1,-16,-1,-18,-6,26,-0.2,19,2,18,-1
CC(C)COC(=O)NCCOC(=O)Nc1cccc(Cl)c1,-5,-2,-21,-12,-8,-0.9,-2,1,x,x
CC(C)Oc1cccc(C(=O)C2CCCN(Cc3cccn3-c3ccccn3)C2)c1 (stereo not drawn),-3,-2,13,-6,11,-0.3,-5,-5,-2,x
CCCCNC(=O)NNC(=O)c1cc(C)on1,-3,-4,-15,-2,-10,-1.3,-17,-1,3,1
CN(C)CC#CCC(O)(c1ccccc1)c1ccccc1,4,3,-20,-7,x,-0.1,x,1,3,5
CCOc1cc(/C=N/NC(N)=O)ccc1OCC(=O)Nc1ccc(C)c(C)c1,-27,1,-7,-13,5,-2.6,26,9,0,-6
O=C(NCc1ccc2c(c1)OCO2)c1ccc(NC(=O)C2CCCO2)cc1 (stereo not drawn),-1,-1,-3,-12,x,0.1,-7,-2,4,x
CCOC(=O)c1nc(-c2ccccc2)oc1N(C)C,-8,1,-11,-11,2,-1.3,9,3,x,0
Cc1[nH]c2ccccc2c1CCNC(=O)c1ccc2c(c1[N+](=O)[O-])C(=O)c1ccccc1C2=O,1,8,25,-9,-10,1.5,23,-1,x,0
CCN(CC)S(=O)(=O)c1cccc(C(=O)N/N=C/c2ccc(N3CCOCC3)cc2)c1,1,3,0,2,-7,0.3,57,0,-2,x
COc1ccc(OCC(=O)Nc2cc(S(=O)(=O)N3CCCC3)ccc2Cl)cc1,-7,-1,-10,-2,-5,-1.7,20,6,0,0
C[C@H](NC(=O)Nc1cccc(Br)c1)C(=O)O,-1,-1,-30,4,-5,-0.9,x,-2,-2,-3
CC(O)[C@H]1CNC(=O)C(=O)N1CC(C)(C)C (stereo partly drawn),-5,2,8,-14,0,0.3,-40,-1,0,x
FC(F)(F)c1nnc2c3ccccc3c(Cl)nn12,-3,5,-4,8,6,-0.4,-28,1,-22,2
O=C(c1ccc(OCC2CCCO2)cc1)N1CCc2ccccc2C1 (stereo not drawn),-3,0,4,-2,10,-0.8,-3,-2,2,-7
O=C1CCC(c2ccc3ccccc3c2)O1 (stereo not drawn),-6,3,0,-1,19,2.0,-3,0,4,-1
Cc1ccccc1OCC(=O)NN1CCN(C)CC1,3,-3,-9,6,-7,1.7,-6,1,0,-1
Cc1cc(CN2CCOCC2)c(O)c(C2(C)CCCCC2)c1,3,2,12,-10,11,0.5,10,8,-2,-3
CN(C)C(=S)Nc1cccc(C(F)(F)F)c1,2,-2,-24,10,-5,0.7,3,7,2,x
Cc1ccccc1CN(C)c1ccc(S(=O)(=O)N2CCN(C)CC2)cn1,-7,-3,-4,15,0,0.0,-28,2,3,3
CC(C)CC(=O)Nc1ccc(N2CCN(S(C)(=O)=O)CC2)cc1,1,-1,1,-7,12,-0.3,-46,0,6,-1
COc1ccc(-c2csc3ncnc(Sc4nnnn4C)c23)cc1,-3,0,-2,-8,-3,1.2,4,0,2,x
COc1cccc(C(=O)Nc2ccc(NC(=O)c3ccco3)cn2)c1,-14,2,-10,-12,51,-0.2,3,2,x,-1
CN(Cc1ccsc1)C(=O)Cn1cc(Br)ccc1=O,1,-91,7,11,24,3.1,-5,-3,5,2
CN(C)c1ncccc1-c1nc2ccccc2s1,1,-2,-3,-14,-1,1.7,-8,1,-2,-2
COc1cc2c3c(c1)C(C)=CC(C)(C)N3C(=O)C2=O,-9,4,-14,-13,-15,-2.6,11,5,1,7
COc1ccccc1CCN1C(=S)NC(C)(C)CC1(C)O (stereo not drawn),1,-3,-18,-6,8,-0.1,32,6,x,2
CCOCCc1nnc(N)s1,-1,-3,18,3,2,0.5,-29,-1,-1,0
CC(=O)c1c(C)[nH]c(C(=O)Nc2ccc(C)c(C)c2)c1C,-14,x,3,-5,x,-0.2,40,-1,55*,2
COc1ccccc1CNC(=O)CN(CCc1ccccc1)S(C)(=O)=O,-6,0,4,-3,1,-1.2,-5,-2,-2,1
Oc1ccc(N2CCN(C(c3cccs3)c3nnnn3CCc3ccccc3)CC2)cc1 (stereo not drawn),-2,1,-18,12,-10,-1.9,7,1,x,18
COC(c1ccccc1)c1nnc(CCC(=O)NCc2cccc(-n3cccn3)c2)o1 (stereo not drawn),-3,0,-8,20,-7,1.1,-21,0,-2,-1
O=S(=O)(Nc1ccccc1)c1cccc2nsnc12,-2,2,-17,-13,x,0.3,13,5,2,-1
O=C(NC1CCCC1)c1nc2c(nnn2Cc2cccc(Cl)c2)c(=O)[nH]1,-6,-3,-22,-7,5,-2.9,5,-4,x,-2

# Screening results deposited in PubChem BioAssay by several laboratories.
